# Assay outcomes as filed in PubChem BioAssay.
# Tb hexokinase: T. brucei hexokinase 1 inhibition; 220,000 tested, 0.11% active; AID 1430; inhibition, % at 10 µM; recombinant TbHK1, G6PDH-coupled NADH A340;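 active = inhibition of 50% or more in the single-dose primary screen; inactive = inhibition below 50%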
# EBV gp42 block: blocks Epstein-Barr virus glycoprotein 42 binding. inhibition, % (tested at 21.74 µM). Fluorescence polarization binding assay, mP read-out. Q1HVG2. AID 1085. 220,000 tested, 0.42% active; in the data active = inhibition above about 50%
# Target sequence (Q1HVG2 whole entry, looked up): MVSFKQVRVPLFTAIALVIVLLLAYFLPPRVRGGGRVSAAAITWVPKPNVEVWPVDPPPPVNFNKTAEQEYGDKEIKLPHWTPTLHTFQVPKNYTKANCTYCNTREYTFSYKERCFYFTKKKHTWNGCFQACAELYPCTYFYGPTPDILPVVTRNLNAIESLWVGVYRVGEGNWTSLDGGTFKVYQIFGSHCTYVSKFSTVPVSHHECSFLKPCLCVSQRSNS
# zfTRPN1 agonist: agonists of zebrafish TRPN1 channel; AID 1424; 220,000 tested, 0.18% active; HEK293 zebrafish TRPN1-YFP, Fluo-8 calcium fluorescence; 100% = response to 87 µM carbachol; activation, % at 3 µM;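 active = activation above its plate's cutoff, the mean activation of test wells on that plate plus 3 SD, cut at about 19% in these data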;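 also: 0% = DMSO alone and 100% = 87 µM carbachol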
#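 Material: zebrafish TRPN1-YFP in HEK293 cells; Doses: single test compound dose, 3 µM nominal, 0.3% DMSO; Timing: dye loading 1 h at 37 °C, then 30 min room temperature; Technique: intracellular calcium fluorescence with Fluo-8; Benchmarks: high carbachol 87 µM, low DMSO alone.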
# m-calpain inh: calpain II (pig) inhibition. purified calpain II, fluorogenic peptide substrate, 30 min. inhibition, % at 16 µM. 220,000 tested, 0.37% active. AID 1236;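 active = inhibition above about 50%, limit read from the data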
# PPC-1+TRAIL kill: kills PPC-1 cancer cells in the presence of TRAIL. PPC-1 cells + TRAIL, ATPLite viability luminescence. cell killing (% activity), % at 4 µM. 220,000 tested, 0.41% active;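 active = cell killing above 50% in the first pass at 4 µM, then a duplicate retest at 5 µM averaging 50% or more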;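 also: plate controls were cells with TRAIL plus DMSO for no effect and medium-only wells lacking cells for full effect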
# thrombin 1536: thrombin (human) inhibition. alpha-thrombin, Boc-VPR-AMC fluorogenic substrate cleavage. inhibition, % at 5 µM. 220,000 tested, 0.26% active. AID 1046;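 active = inhibition at or above 40%; inactive = inhibition below 40%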;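 also: 0% = enzyme with no compound and 100% = wells without enzyme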
#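 Material: Human alpha-thrombin protein | Buffer or medium: pH 7.5 Tris-saline with Tween 20 | Reagent: Boc-VPR-AMC substrate, 15 µM final | Schedule: Reaction at ambient temperature | Detection: AMC fluorescence at 355 nm excitation and 460 nm emission | Evaluation: Percent inhibition scaled between no-compound controls and no-enzyme blanks | Controls: no-compound enzyme wells and no-enzyme blanks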
# TRPML3 ag: agonists of human TRPML3 channel | HEK293 TRPML3-YFP, Fluo-8 calcium fluorescence; 100% = the carbachol control signal | activation, % at 3 µM | 220,000 tested, 0.29% active | AID 1448;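 active = activation above its plate's cutoff, the mean activation of the plate's test wells plus 3 SD, cut at about 12% in these data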;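 also: 0% = DMSO only wells and 100% = carbachol wells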
#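 Test system – HEK293 line with stable expression of human TRPML3-YFP channel · Control set – carbachol 87 µM final as high control (100%), DMSO as low control (0%) · Signal – Fluo-8 calcium dye fluorescence, ex 470-495, em 515-575 nm · Incubation – 1-h 37 °C dye load, 5-s basal, 120-s post-compound reads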
# Furin inhibitor: human furin inhibition | purified furin, fluorogenic substrate cleavage | inhibition, % at 30 µM | AID 463115 | 220,000 tested, 0.061% active | P09958; in the data active = inhibition above about 25%; also: inactives centre near -15
# Target sequence (P09958 108-714 limits assumed): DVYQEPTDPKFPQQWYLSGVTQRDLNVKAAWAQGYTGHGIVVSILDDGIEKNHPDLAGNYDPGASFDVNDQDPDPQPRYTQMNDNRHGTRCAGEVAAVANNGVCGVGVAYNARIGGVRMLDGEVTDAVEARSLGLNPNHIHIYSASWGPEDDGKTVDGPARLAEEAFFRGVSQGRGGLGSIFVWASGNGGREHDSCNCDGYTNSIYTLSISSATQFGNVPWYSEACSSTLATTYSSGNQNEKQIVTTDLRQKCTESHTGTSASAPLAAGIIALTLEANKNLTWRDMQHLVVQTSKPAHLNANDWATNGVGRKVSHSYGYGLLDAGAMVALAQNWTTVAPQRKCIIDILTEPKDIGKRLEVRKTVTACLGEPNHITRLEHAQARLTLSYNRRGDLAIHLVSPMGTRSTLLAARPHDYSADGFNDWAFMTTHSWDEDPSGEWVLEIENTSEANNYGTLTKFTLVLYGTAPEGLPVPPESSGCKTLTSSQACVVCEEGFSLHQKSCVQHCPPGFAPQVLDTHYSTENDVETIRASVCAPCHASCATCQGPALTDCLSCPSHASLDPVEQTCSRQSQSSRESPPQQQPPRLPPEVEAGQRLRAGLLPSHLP
# KCC2 mod: KCC2 (human) Cl- transport modulation | B-score of Tl+ flux slope (higher = more flux/activation; lower = inhibition) at 10 µM | KCC2 cells, thallium flux FluoZin-2 fluorescence | Q9H2X9 | 190,000 tested, 2.2% active;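 active = thallium flux slope and its plate-corrected score both differing from the plate sample mean at a set confidence after two filtering rounds, in either direction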;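 also: slope of fluorescence scaled to starting intensity during 10 to 20 s after thallium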
# * = called active by the depositor; x = not tested or not shown; [ ] = another dose, or the depositor's remark.
Molecule,Furin inhibitor,PPC-1+TRAIL kill,m-calpain inh,EBV gp42 block,thrombin 1536,TRPML3 ag,KCC2 mod,Tb hexokinase,zfTRPN1 agonist
Cc1cc(NCc2ccc(F)cc2Cl)n2nnnc2n1,-11,-31,-22,-23,0,0.1,-0.75,-2,1.5
COc1ccc(CNC(=O)c2cc3c(=O)[nH]c4ccccc4c3n2C)cc1,-29,4,-25,-3,-3,-1.2,0.023,-2,0.8
COc1ccc(-c2cn3cccnc3n2)cc1Br,-69,-6,-438,-17,-11,0.1,0.47,-17,0.4
CCCCn1c(N)c(N2CCOCC2)c(=O)n(CC(=O)NC(C)c2ccccc2)c1=O (stereo not drawn),-23,12,-22,-9,-1,0.4,-1.7,-1,0.4
CCN(CC)S(=O)(=O)c1ccc(NC(=O)C2CCCO2)cc1 (stereo not drawn),-17[20 µM],7,-1,-31,2,1.3,x,-6,0.4
Cc1ccc(OCC(=O)N/N=C\c2ccncc2)c(C)c1,-15,8,19,-13,-10,1.8,0.11,-3,0.6
Cc1ccc(C)c(N2CCN(C(=O)CCCOc3cc(=O)n(C)c4ccccc34)CC2)c1,-13,19,-71,-6,-2,-0.8,0.27,-16,-0.4
CCOC(=O)C(Sc1nn(C)c(=S)s1)C(C)=O (stereo not drawn),-25[20 µM],16,-10,-2,-6,0.5,-3.7,-15,-0.1
CC1(C)CC(=O)C(C=NCC(O)c2ccccc2)=C(O)C1 (stereo not drawn),-22,-3,-35,-10,-3,1.2,0.37,-1,0.5
Brc1ccc(/C=N/c2nc3ccccc3n2CCN2CCOCC2)cc1,-22,12,-6,13,-5,1.0,0.021,1,1.7
Cc1nnn(C23C[C@@H]4C[C@@H](CC(C(=O)N5CCN(c6ccccc6)CC5)(C4)C2)C3)n1,-3,20,18,-12,-2,-0.5,-0.2,-5,0.4
O=C(Nc1cccnc1)C1(c2ccccc2)CCCC1,-10[20 µM],23,8,-5,-2,0.2,-0.64,4,2.4
CN(CC(=O)Nc1ccncc1)S(=O)(=O)c1ccc(Br)cc1,-13[20 µM],21,-6,-8,-1,1.1,-1.2,1,2.7
O=C(NCc1cccnc1)C1CCCN(S(=O)(=O)c2ccc(Cl)cc2)C1 (stereo not drawn),-12[20 µM],23,28,-4,0,0.2,-0.025,5,-0.1
CCOC(=O)N1CCN(CCC(=O)Nc2cc(OC)cc(OC)c2)CC1,-21[20 µM],11,21,-7,1,1.4,0.11,6,-0.2
COc1ccc(-n2c(=O)cc(N3CCN(c4ccccc4F)CC3)[nH]c2=O)cc1,-7,2,16,-9,4,0.2,-0.15,-8,0.9
COc1ccc(C(=O)N2CCN(S(=O)(=O)c3cc(Cl)ccc3OC)CC2)cc1,-22[20 µM],20,-26,-20,-2,-0.5,x,-9,0.6
C=CCN1C(=O)C2C3CC(=O)C(c4ccccc43)C2C1=O (stereo not drawn),-21,16,0,-4,-1,0.8,0.01,1,-0.8
COc1ccc(CNC(=O)C(C)Cc2ccccc2)cc1O (stereo not drawn),-13,5,-8,-9,1,0.5,1.3,2,1.2
CC1CN(C2CCN(C(=O)COc3ccccc3)CC2)CC(C)O1 (stereo not drawn),-9[20 µM],9,-16,-1,7,-0.9,0.11,-3,0.4
CC(C)(C)OC(=O)NC(=NCCCc1cn(CC(=O)N2CCN(C(=O)OC(C)(C)C)CC2)nn1)NC(=O)OC(C)(C)C,-24,4,-37,-1,4,0.8,1.2,-12,1.1
COc1ccc(C2=NOC(C(=O)Nc3cc(C)on3)C2)cc1OC (stereo not drawn),-19,9,-8,-16,1,-0.5,0.86,-7,2.3
Cc1ccc2nc(N3CCN(Cc4ccc(F)cc4)C3=O)c(C)cc2c1,7,-12,22,2,5,-0.1,x,2,0.6
COc1cc(OC)cc(C(=O)NC(C)c2ccc(Br)cc2)c1 (stereo not drawn),-15,24,-2,4,-5,-1.7,-2.2,-2,-3.2
CC1(C)CC(=NOC(=O)c2ccccc2)CC(C)(C)N1O,-4,19,-9,-15,-12,0.9,-0.0031,24,-0.3
COc1ccc(NC(=O)C2CC(=O)n3ncnc3N2)cc1 (stereo not drawn),-11[20 µM],14,-1,-21,11,0.8,-0.48,3,0.9
COC(=O)[C@H](Cc1ccccc1)NC(=O)N1CCN(c2ccc(F)cc2)CC1,-10,4,-2,-16,-7,1.1,-0.042,-8,-0.1
O=C(/C=C/c1ccc(F)cc1)Nc1cccc(S(=O)(=O)Nc2cccc(C(F)(F)F)c2)c1,-12,-11,6,-23,-8,0.6,-0.34,18,-1.8
N#CCCN(Cc1cccnc1)C(=S)Nc1ccc(OC(F)F)cc1,-21,25,-8,-21,-25,0.3,0.32,-5,-0.5
Cn1cccc1-c1nc2ccccc2[nH]1,-19,7,-27,4,-7,0.7,-0.12,0,1.3

# A few values from above.
# Reading of COc1ccc(CNC(=O)c2cc3c(=O)[nH]c4ccccc4c3n2C)cc1 in KCC2 mod: 0.023
# Reading of Cn1cccc1-c1nc2ccccc2[nH]1 in thrombin 1536: -7
# Reading of COc1ccc(-c2cn3cccnc3n2)cc1Br in zfTRPN1 agonist: 0.4

# Next section.
Molecule,Furin inhibitor,PPC-1+TRAIL kill,m-calpain inh,EBV gp42 block,thrombin 1536,TRPML3 ag,KCC2 mod,Tb hexokinase,zfTRPN1 agonist
O=C(O)c1cccc(NS(=O)(=O)c2ccc(Cl)c(C(=O)O)c2)c1,-14,16,-11,-11,0,0.3,1.1,6,0.7
COCCn1c(SCC(=O)Nc2ccc(S(=O)(=O)N3CCOCC3)cc2)nc2ccccc21,-22,11,1,-10,5,-0.2,x,-10,0.7
CCOC(=O)CN(C(=O)COc1nc(C)cc(C)c1C#N)c1ccc(Cl)cc1,-8,-5,12,-14,-6,-0.5,-1.4,-5,-2.9
O=C(c1ccc(CSc2nc3ccncc3[nH]2)cc1)N1CCCCC1,-16,36,-12,-14,2,0.5,0.032,1,1.4
CC1CCN(S(=O)(=O)c2cn(CC(=O)N3CC(C)CC(C)C3)c(=O)c3ccccc23)CC1 (stereo not drawn),-4,7,17,-10,4,-1.0,0.056,6,0.9
Cc1cc(/C=C2/C(=O)N(C)C(=S)N2C)ccc1N1CCCC1,-20,-7,14,2,8,4.0,-1.1,-1,7.4
O=C1CS/C(=N/N=C\c2ccn[nH]2)N1,-7,16,10,-11,2,-0.7,-0.45,-37,-0.2
COc1cccc(C2=NOC(C(=O)Nc3cccnc3Cl)C2)c1 (stereo not drawn),-10,16,12,6,-11,0.7,0.32,0,1.0
COc1cccc(C(=O)NCCN2CCOCC2)c1,-17[20 µM],8,-7,-18,-2,0.1,0.07,-2,0.0
c1ccc(C(c2ccccc2)N2CCN(Cc3nnnn3C3CCCCC3)CC2)cc1,-21[20 µM],21,7,-9,0,1.6,-0.16,-5,1.1
Cc1ccc(C(=O)O)cc1-c1ccc(/C=C2/NC(=O)N(c3ccccc3)C2=O)o1,-9[20 µM],11,-116,-4,-3,0.3,-4.6*,1,-0.1
Cc1ccsc1C(=O)N(c1nc2ccccc2s1)c1c(C)cccc1C,-7[20 µM],16,22,0,-10,0.0,0.058,-2,0.7
O=c1c2ccccc2c(C=NCc2ccccn2)c(O)n1-c1ccccc1Cl,-18,-15,-22,10,11,0.3,-1.5,-13,0.1
Cc1ccc(CN2CCCC(CO)(Cc3ccccc3C)C2)s1 (stereo not drawn),-24,16,9,-11,-1,-0.1,0.59,6,-1.2
COc1ccc(C)cc1NC(=O)C(Sc1nnc2ccccn12)c1ccccc1 (stereo not drawn),-16,-14,21,-1,-3,0.3,0.22,-4,0.1
O=C(NN=C1CCCCCC1)c1cn(-c2ccccc2)nc1-c1ccccc1,-23,19,31,8,100*,0.0,0.2,5,0.1
N#Cc1c(N2C(=O)Nc3ccccc3N2O)sc2c1CCCCCC2,-15,29,-13,-17,-9,-0.7,0.38,-14,-1.3
CN(C)CCNC(=O)c1ccc(Sc2ccc(Br)cc2)c([N+](=O)[O-])c1,-11,16,-9,-2,-2,2.3,-0.043,7,3.0
COc1ccc(-c2noc(CCCC(=O)Nc3cccnc3)n2)cc1OC,-11,3,-15,-10,-3,0.7,0.83,-6,4.1
NC(=O)N/N=C/c1ccc(-c2ccc([N+](=O)[O-])cc2)o1,-4,22,0,-16,-3,0.3,-0.5,-46,0.6
CCc1ccc2c(c1)cc(CN(Cc1ccco1)C(C)=O)c1nnnn12,-17,18,30,1,-1,0.9,-1.1,0,-0.1
N/C(CC(=O)Nc1cccc(C(F)(F)F)c1)=N/O,-17,20,0,13,-6,0.4,-0.062,-8,0.8
CCCCN(C)C(=S)Nc1ccc(Oc2ccccc2)cc1,-13,-2,35,-25,6,-0.5,-1.9,3,-0.9
Cc1csc(N)n1,-18,9,11,-8,1,1.0,1.3,-4,1.0
CCOC(=O)C1=C(C)NC(=O)C(C#N)C1c1ccco1 (stereo not drawn),-29[20 µM],12,19,-8,3,1.2,-0.022,1,-1.3
Cc1nc2ccccn2c1C(=O)NNC(=S)Nc1ccccc1,-21,9,33,-22,-1,0.6,0.64,-29,2.5
CCOC(=O)c1ccc(NC(=O)CSc2nnc(C3CC3)n2CC)cc1,-18[20 µM],23,3,-8,3,0.4,-0.0046,0,-0.1
NC(=O)COc1ccc(NC(=O)c2ccccc2-c2ccccc2)cc1,-5,16,17,-11,0,-0.3,0.18,-6,-0.9
COc1ccc(-n2c(SCC#N)nnc2-c2cccnc2)cc1,-22,11,-8,-2,4,0.2,0.74,4,-0.3
COC(=O)c1cccc(C23CC4(C2)[C@H](CN(Cc2cccnc2)[C@@H]4c2ccccc2)C3c2ccc(C(F)(F)F)cc2)c1 (stereo partly drawn),-19,14,-12,-9,-6,x,-3.2*,-29,x

# Three structures out of the list, arranged by heavy-atom count, largest number first.
Molecule,Furin inhibitor,PPC-1+TRAIL kill,m-calpain inh,EBV gp42 block,thrombin 1536,TRPML3 ag,KCC2 mod,Tb hexokinase,zfTRPN1 agonist
CN(C)CCNC(=O)c1ccc(Sc2ccc(Br)cc2)c([N+](=O)[O-])c1,-11,16,-9,-2,-2,2.3,-0.043,7,3.0
COc1ccc(-n2c(SCC#N)nnc2-c2cccnc2)cc1,-22,11,-8,-2,4,0.2,0.74,4,-0.3
Cc1cc(/C=C2/C(=O)N(C)C(=S)N2C)ccc1N1CCCC1,-20,-7,14,2,8,4.0,-1.1,-1,7.4

# The listing continues:
Molecule,Furin inhibitor,PPC-1+TRAIL kill,m-calpain inh,EBV gp42 block,thrombin 1536,TRPML3 ag,KCC2 mod,Tb hexokinase,zfTRPN1 agonist
Cc1ccc(S(=O)(=O)Nc2ccc3c(c2)nc(C)n3C)cc1,-20,16,7,-8,-8,0.8,1.3,7,0.5
C=C(C)Cc1c(C)c(C#N)c2nc3ccccc3n2c1NCCCN(C)C,-10,21,-50,-11,-2,-0.9,0.072,-6,-0.5
N#C/C(=C\c1cccc(O)c1)c1nc2ccccc2o1,-3,-14,29,-6,1,0.4,-2,-50,0.1
COC(=O)c1c(NC(=O)c2cccnc2)sc(C(=O)N(C)C)c1C,-7,36,-3,-4,-9,0.7,0.27,-16,-0.2
COc1ccc(C(c2nnnn2CC2CCCO2)N2CCN(c3cccc(C)c3C)CC2)cc1 (stereo not drawn),-18,-18,7,-12,2,-0.1,-2.6,-3,-1.2
COc1ccc(-c2cc(C(=O)NN)[nH]n2)cc1OC,-15,-3,6,-7,-4,0.0,0.048,-2,1.0
